FLuc inh: blocks purified firefly luciferase enzyme activity; AID 1347043; P08659; Potency, µM (doses to about 115 µM), inactives show top-dose activity change, negative = inhibition, most hits filed as inhibitors; 76,000 compounds, 2.5% hits; purified P. pyralis luciferase, luminescence, biochemical; note: potency is the fitted concentration of half-maximal effect; nearly all actives have a fitted effect of over 65% in size
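Purified P. pyralis luciferase (10nM final) in 50mM Tris acetate pH 7.5, 10mM Mg acetate, 0.01% Tween-20, 0.05% BSA with 10uM D-luciferin and 10uM ATP. Compounds titrated qHTS. Luminescence imaged on CCD.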
SNCA expr inh: inhibitors of alpha-synuclein (SNCA) gene expression; AID 1671194; HEK-293 SNCA-luciferase knock-in, luminescence, 24 h; Potency, µM (series often up to 57.2 µM), without a hit: at the highest dose activity change, negative = inhibition, actives largely listed as inhibitors; 140,000 compounds, 0.17% hits;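 note: potency is the fitted concentration of half-maximal effect; plate controls were DMSO cells for no effect and cell-free wells for full effect; nearly all actives have a fitted effect of over 45% in size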
3T3 cytotox: kills NIH 3T3 cells | Potency, µM (titrated, usually from 96.7 µM), for the others: at the top dose activity change, negative = cytotoxicity, most hits filed as inhibitors | AID 1345082 | 94,000 compounds, 4.3% hits | NIH 3T3 viability, CellTiter-Glo ATP luminescence, 48-72 h; note: potency is the fitted concentration of half-maximal effect; nearly all actives have a fitted effect of over 55% in size
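Viability of NIH 3T3 cells after 48 or 72 hr compound treatment at 37 °C was assessed by CellTiter-Glo, with luminescence imaged following a 10 min room-temperature step.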
IP6K1 inh: blocks human inositol hexakisphosphate kinase 1 | Q92551 | IP6K1 kinase, ADP-Glo luminescence, 2 h; stronger effect = lower value | activity change, % (series mostly up to about 58 µM) | 140,000 compounds, 0.81% hits; in the data active = activity change below about -25%
Target sequence (Q92551 whole entry, looked up): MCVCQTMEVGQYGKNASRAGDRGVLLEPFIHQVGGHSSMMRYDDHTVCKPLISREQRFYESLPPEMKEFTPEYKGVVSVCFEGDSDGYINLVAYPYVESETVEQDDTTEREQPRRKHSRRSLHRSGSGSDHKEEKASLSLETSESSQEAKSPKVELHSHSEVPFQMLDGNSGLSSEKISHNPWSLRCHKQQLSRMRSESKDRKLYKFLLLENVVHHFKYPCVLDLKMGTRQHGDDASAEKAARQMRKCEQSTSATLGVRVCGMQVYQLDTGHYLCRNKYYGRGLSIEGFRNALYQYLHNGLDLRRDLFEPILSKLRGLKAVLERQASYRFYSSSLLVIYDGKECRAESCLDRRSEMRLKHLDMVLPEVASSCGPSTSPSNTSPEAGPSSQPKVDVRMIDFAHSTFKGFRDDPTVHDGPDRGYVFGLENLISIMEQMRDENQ
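ADP-Glo luminescence measures ADP made by human IP6K1 during a 2 h RT reaction with ATP/IP6 (mix at 1.3 mM/130 uM); top library doses 57.5 and 19.1 uM final.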
GPT2 inhibitor: inhibitors of human GPT2 alanine aminotransferase; Q8TD30; Recombinant GPT2, coupled pyruvate oxidase/HRP Amplex Red fluorescence; Potency, µM (titrated, usually from 57.7 µM), without a hit: at the top dose activity change, negative = inhibition, hits mostly inhibitors; 100,000 compounds, 0.25% hits; AID 1671188; note: potency is the fitted concentration of half-maximal effect; nearly all actives have a fitted effect of over 60% in size; many of its hits are not listed in these tables
Target sequence (Q8TD30 whole entry, looked up): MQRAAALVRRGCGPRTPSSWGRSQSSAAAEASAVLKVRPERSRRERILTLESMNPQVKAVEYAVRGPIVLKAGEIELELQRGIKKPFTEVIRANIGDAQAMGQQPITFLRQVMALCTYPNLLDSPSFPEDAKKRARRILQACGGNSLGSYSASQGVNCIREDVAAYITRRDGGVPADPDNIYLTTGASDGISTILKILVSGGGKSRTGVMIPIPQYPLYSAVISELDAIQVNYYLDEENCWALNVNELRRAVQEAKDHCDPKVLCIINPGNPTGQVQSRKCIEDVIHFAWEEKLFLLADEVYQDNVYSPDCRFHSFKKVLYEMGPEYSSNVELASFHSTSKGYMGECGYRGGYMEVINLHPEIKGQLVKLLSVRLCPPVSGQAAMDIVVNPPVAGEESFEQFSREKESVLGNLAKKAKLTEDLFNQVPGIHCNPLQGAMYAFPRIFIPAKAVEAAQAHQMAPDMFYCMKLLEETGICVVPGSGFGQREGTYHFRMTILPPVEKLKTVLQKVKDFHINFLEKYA
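Recombinant GPT2 (10ng/uL) with 250uM a-KG and 2mM L-alanine, 30 min at room temperature, in HEPES pH 7.5 buffer. Pyruvate detected by pyruvate oxidase/HRP/Amplex Red fluorescence after 30 min in the dark; AOA (50uM) as positive control.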
SNCA viab count: counter-screen for SNCA expression inhibitors: cell viability; HEK-293-SNCA-luc viability, GF-AFC fluorescence, 24 h; Potency, µM (doses to about 57.1 µM), without a hit: at the highest dose activity change, negative = cytotoxicity, hits mostly cytotoxic; 150,000 compounds, 0.12% hits; AID 1671193;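 note: potency is the fitted concentration of half-maximal effect; 0% = DMSO-treated cells and -100% = medium-only wells without cells; nearly all actives have a fitted effect of over 30% in size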
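HEK-293-SNCA-luc cells (1500/well) plated 24 h, then exposed 24 h to a dilution series; GF-AFC added 30 min at 37C, fluorescence 405/540 nm; normalised to medium-only and DMSO wells, Hill fit.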
HEK cytotox: kills HEK 293 cells; HEK 293 viability, ATP luminescence (CellTiter-Glo), 48-72 h; Potency, µM (doses to about 115 µM), for inactives: at the top dose activity change, negative = cytotoxicity, usual class: inhibitors; 94,000 compounds, 6.6% hits; AID 1345083; note: potency is the fitted concentration of half-maximal effect; nearly all actives have a fitted effect of over 60% in size
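Cells seeded first (HEK 293, 250 cells/well), then compound added by pintool. Incubation ran 48 or 72 hr at 37 degree Celsius. CellTiter-Glo was added and luminescence imaged after 10 min at room temperature.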
* marks the source's active call; other numbers are inactive results; i = inactive; u = inconclusive; x = not tested or not shown; & = joins results of further samples; ! = repeats disagree; [ ] = remark or other dose. Unless noted, calls come from the whole dose curve; as a rule, active = well fitted curve in the direction sought with a large enough effect; inconclusive = small, poorly fitted or top-dose-only effect, or another doubt; inactive = no such curve, though single readings can be large; an effect the other way counts as inactive or inconclusive. Unless noted, % is set by controls: 0 for no effect and ±100 for the full control effect. These rows are one share of the data, so the mix of outcomes need not match the whole.

canonical_smiles	FLuc inh	SNCA expr inh	3T3 cytotox	IP6K1 inh	GPT2 inhibitor	SNCA viab count	HEK cytotox
O=C1Nc2ccc(-c3ccccc3F)cc2C(=O)N2C[C@@H](NS(=O)(=O)c3ccc(F)cc3)C[C@@H]12	0.2%	-8.5%	u	-12.7	-1.5%	3.1%	u
COCc1cc(=O)n(CC(=O)Nc2ccc(Br)cc2)c(N2CCOCC2)n1	1.6%	15.9%	-4.1%	11.2	i	-10.2%	-0.2%
Cc1ccc(C)c(NC(=O)Cn2c(N3CCC(C)CC3)nc(C)cc2=O)c1	-3.0%	-15.8%	u	6.5	i	-13.0%	28.2µM*
CCC1(N2CCN(C(=O)c3ccc(C(F)(F)F)cc3)CC2)CCN(S(C)(=O)=O)C1 (stereo unspecified)	-20.1%	-0.4%	-21.5%	-1.7	u	0.2%	-18.8%
Cc1cc(C)cc(N2CC(c3nnc(NC(=O)c4ccco4)s3)CC2=O)c1 (stereo unspecified)	x	-8.5%	x	2.5	x	-0.5%	x
O=C(C1CCOCC1)N1CCC(O)(c2csc(CN3CCc4ccccc4C3)n2)CC1	0.6%	-2.0%	1.7%	-2.6	2.7%	-1.0%	1.2%
O=C(c1ccc(F)c(Cl)c1)N1C[C@@H](CO)[C@H](c2ccccn2)C1	-7.1%	41.7%	-7.5%	0.0	i	11.7%	0.4%
Cc1cc(C)n2ncc(C(=O)N3CCC(=O)N(CC4CC4)C(C(C)C)C3)c2n1 (stereo unspecified)	3.1%	3.6%	-17.0%	-4.4	i	13.5%	-27.9%

(next part)
canonical_smiles	FLuc inh	SNCA expr inh	3T3 cytotox	IP6K1 inh	GPT2 inhibitor	SNCA viab count	HEK cytotox
Cc1ccc(C(=O)N2CCN(c3ccccc3)CC2)cc1NC(=O)c1nsc2ccccc12	x	1.7%	x	12.2	x	-8.2%	x
CC(C)CCN1CCC(C2CCNC2)CC1 (stereo unspecified)	10.5%	-17.9%	-25.3%	-0.9	-3.4%	-12.4%	-12.7%
COCCNC(=O)c1ccc(CC2CCN(C(=O)Cc3ccccc3)CC2)cc1	0.1%	-6.7%	-19.3%	-8.5	-6.3%	4.7%	-29.4%
N#Cc1cccc(C(=O)N2C[C@@H](Oc3ccccc3)C[C@H]2C(=O)N2CCOCC2)c1	-2.3%	-19.5%	3.3%	-3.7	4.7%	8.8%	-1.0%
CCc1cccc2c3c([nH]c12)[C@@](CC)(CC(=O)O)OCC3	x	x	x	-6.9	-8.9%	-5.1%	x
COc1ccc(CN2CC(COc3ccccc3)C3(C2)CN(c2ccccc2)C3)cc1O (stereo unspecified)	-17.5%[172 µM]	u	u	-5.3	4.1%[88.5 µM]	u	28.2µM*
O=C(C1CCN(C(=O)N2CC3CC(C2)[C@H]2CCCC(=O)N2C3)CC1)N1CCN(C2CCCCC2)CC1 (stereo partly specified)	9.8%	-12.3%	-17.9%	21.1	-16.3%	-9.1%	-3.3%
CCN(C(=O)c1cc2cc(Br)cc(OC)c2oc1=O)c1ccccc1	x	15.7%	x	-2.6	x	17.2%	x

(cont.)
canonical_smiles	FLuc inh	SNCA expr inh	3T3 cytotox	IP6K1 inh	GPT2 inhibitor	SNCA viab count	HEK cytotox
COc1ccc(N(CC(=O)NC(C)c2ccccc2)S(=O)(=O)c2c(C)nn(C)c2C)cc1 (stereo unspecified)	x	-9.8%	x	10.4	x	u	x
O=C(NC1CCCCC1)c1ccc2c(c1)N(Cc1ccccc1F)C(=O)c1ccccc1S2	x	48.0%[activator]	x	15.1	x	8.5%	x
COc1ccc([S+](=O)([O-])N2CCC3(CC2)OCCN(CC2CC2)C3=O)cc1	-2.0%[172 µM]	-10.0%[87.6 µM]	u	10.2	-12.6%[88.5 µM]	-1.5%[87.6 µM]	u
COc1cc(C)cc(OC)c1C(C(=O)O)N1CCN(CC2CC2)CC1 (stereo unspecified)	-0.5%	14.3%	-5.2%	16.7	-5.0%	-19.8%	u
CCOc1ccccc1C(=O)N1[C@@H]2CC[C@H]1CC(NC(=O)c1ccc(F)cc1)C2 (stereo partly specified)	4.2%	-15.3%	-0.7%	-5.3	-1.1%	2.9%	-12.5%
CN1CCN(C(=O)[C@@H]2CCC[C@@H](NCc3cccc4c3OCO4)CN(C)C(=O)C2)CC1	-1.3%[172 µM]	0.4%[87.6 µM]	-3.8%[138 µM]	-0.5	i	2.4%[87.6 µM]	i
COc1ccc(C(=O)N2C[C@@H](F)[C@@H](OCc3nc4ccccc4[nH]3)C2)cc1	3.6%[172 µM]	-0.1%[87.6 µM]	-27.0%[174 µM]	5.4	-7.8%[88.5 µM]	-8.3%[87.6 µM]	u
Cc1nn(C)c(C)c1CCC(=O)N1C[C@@H](Oc2ccccc2)C[C@H]1C(=O)N1CCCC1	-5.5%	4.5%	-17.3%	13.9	3.2%	5.5%	-5.1%

(cont.)
canonical_smiles	FLuc inh	SNCA expr inh	3T3 cytotox	IP6K1 inh	GPT2 inhibitor	SNCA viab count	HEK cytotox
O=C(Nc1ccc(F)cc1F)c1ccc2c(c1)n(Cc1cccc(F)c1)c(=O)c1ccnn12	-14.8%	-24.7%	2.7%	-0.3	i	-11.1%	-1.8%
Cn1cnnc1CC1CCN(c2nnnn2-c2ccccc2)CC1	2.0%	4.4%	-1.9%	13.5	-12.1%	-7.7%	-4.3%
CCCCCCCCCC(=O)N[C@@H](Cc1c[nH]c2ccccc12)C(=O)N[C@H](CC(N)=O)C(=O)N[C@@H](CC(=O)O)C(=O)N[C@@H]1C(=O)NCC(=O)N[C@@H](CCCN)C(=O)N[C@@H](CC(=O)O)C(=O)N[C@H](C)C(=O)N[C@@H](CC(=O)O)C(=O)NCC(=O)N[C@H](CO)C(=O)N[C@@H]([C@@H](C)CC(=O)O)C(=O)N[C@@H](CC(=O)c2ccccc2N)C(=O)O[C@@H]1C	x	29.3%	x	-5.1	-33.7%[17.1 µM]	16.6%[23.9 µM]	x
Clc1ccc2oc([C@H]3CCN(Cc4cccs4)C3)nc2c1	u	107.2%[activator][87.6 µM]	u	2.7	-15.5%[88.5 µM]	2.7%[87.6 µM]	u
CS(=O)(=O)N1CC2(CCN(CC3CCCCC3)CC2)Cc2ccccc21	x	-26.2%	2.3%	-12.5	-3.2%	-12.4%	u
O=C(NCc1ccc2c(c1)OCO2)C1CCN(c2nccc(Nc3ccccc3Cl)n2)CC1	x	-6.0%	35.5µM*	20.7	0.1%	8.4%[12.5 µM]	28.2µM*
O=C(Nc1ccc(F)cc1)N[C@H]1[C@H](O)[C@@H](N2CCCCC2)[C@@H]2OC[C@H]1O2	12.3%[172 µM]	u	-4.3%[174 µM]	-6.4	-2.1%[88.5 µM]	-2.8%[87.6 µM]	i
O=C(NCc1c[nH]c2ncccc12)c1ccc2c(c1)OCO2	u	10.1%[87.6 µM]	-11.7%[138 µM]	-8.1	i	-0.3%[87.6 µM]	-9.8%[172 µM]

Going on with the list:
canonical_smiles	FLuc inh	SNCA expr inh	3T3 cytotox	IP6K1 inh	GPT2 inhibitor	SNCA viab count	HEK cytotox
COc1ccc(C2=NOC3(CCN(Cc4ccc(F)cc4)C3)C2)cc1 (stereo unspecified)	-1.2%[172 µM]	-3.6%[87.6 µM]	u	8.7	i	-5.6%[87.6 µM]	79.4µM*
O=c1c2ccccc2n2c(-c3ccc(F)c(F)c3)nnc2n1CCc1ccccc1	x	-7.0%	x	4.6	x	u	x
COc1cccc(-c2c(C(=O)N3CCCCC3)nc3sccn23)c1	x	8.9%	-25.0%	15.6	i	-4.2%	0.3%
O=C(Cn1c(=O)oc2ccccc21)NCc1ccccc1Cl	x	53.0%[activator]	x	-10.4	x	-13.3%	x
Cc1cc(C(F)(F)F)nn1CC(=O)N1CCC(c2noc(-c3ccccn3)n2)C1 (stereo unspecified)	3.3%	1.1%	2.9%	1.2	i	-6.6%	12.0%
Cc1ccc(-c2noc(-c3nnn(CC(=O)Nc4ccc(C)cc4Cl)c3N)n2)cc1	x	-4.2%	x	-0.1	x	2.3%	x
O=C(NCc1cccc(Cl)c1)c1ccc2nnc(-c3ccoc3)n2c1	x	26.1%	u	-2.6	i	-2.9%	-28.6%
COc1cccc(NC(=O)c2ccc3c(=O)n4nc(Nc5ccccc5OC)sc4nc3c2)c1	x	6.4%	x	-14.3	x	-23.8%	x

(continued)
canonical_smiles	FLuc inh	SNCA expr inh	3T3 cytotox	IP6K1 inh	GPT2 inhibitor	SNCA viab count	HEK cytotox
CN(C)CCC(c1ccccc1)c1ccccn1 (stereo unspecified)	x	12.3%	x	5.9&9.6	-3.4%&-0.1%&-3.6%	1.6%	x
CC(C)(C)c1ccc(OCC(=O)Nc2c(C(=O)c3ccc(F)cc3)oc3ccccc23)cc1	x	u	x	-21.0	x	-2.3%	x
CCn1c(=O)cc(OCC(=O)N2CCN(c3ccc(OC)cc3)CC2)c2ccccc21	x	-0.5%	x	2.7	x	-9.2%	x
C=CC(=O)Nc1cccc(Oc2nc(Nc3ccc(N4CCN(C)CC4)cc3)ncc2Cl)c1	x	8.5%	x	37.1	-11.3%	2.99µM*!	x
O=C(Nc1cccc(C(F)(F)F)c1)N[C@H]1[C@H](O)[C@@H](N2CCCCC2)[C@@H]2OC[C@H]1O2	u	-11.2%[87.6 µM]	-21.0%[174 µM]	-2.0	i	-4.4%[87.6 µM]	-14.0%[172 µM]
C[C@H]1[C@@H]2[C@@H](O)[C@H]([C@H](C)C(=O)N3CCCC3)CC[C@@]2(C)CC[C@@H]1NC(=O)c1cccc(F)c1	3.7%	-12.1%	-7.2%	-11.1	i	5.5%	2.6%
Cc1ccc(S(=O)(=O)c2nc(-c3ccccc3)oc2N2CCCCCC2)cc1	x	-12.3%	x	11.4	x	-27.2%	x
Cc1cccc(NC(=O)CSc2nc(=O)n(Cc3ccncc3)c3c2CCC3)c1C	x	u	x	9.9	x	11.4%	x
CCC(C)n1c(=O)c2sccc2n2c(CCCC(=O)NCc3ccccc3Cl)nnc12 (stereo unspecified)	x	-3.4%	x	28.9	x	-11.1%	x

Single records (already shown):
COc1ccc(C2=NOC3(CCN(Cc4ccc(F)cc4)C3)C2)cc1 (stereo unspecified) is listed with FLuc inh: -1.2%[172 µM]; SNCA expr inh: -3.6%[87.6 µM]; 3T3 cytotox: u; IP6K1 inh: 8.7; GPT2 inhibitor: i; SNCA viab count: -5.6%[87.6 µM]; HEK cytotox: 79.4µM*
CN(C)CCC(c1ccccc1)c1ccccn1 (stereo unspecified) is listed with FLuc inh: x; SNCA expr inh: 12.3%; 3T3 cytotox: x; IP6K1 inh: 5.9&9.6; GPT2 inhibitor: -3.4%&-0.1%&-3.6%; SNCA viab count: 1.6%; HEK cytotox: x

Compound activity from PubChem BioAssay.
